BioA inh: BioA (M. tuberculosis) enzyme inhibition | purified M. tuberculosis BioA enzyme, plate reader | inhibition, % at 9.99 µM | 360,000 compounds, 0.096% hits | AID 602481; in the data active = inhibition above about 40%
GDH-TPI inh: counter-screen for M. tuberculosis FBA inhibitors: GDH-TPI coupled enzymes | GDH-TPI coupled enzyme counterscreen, NADH absorbance | inhibition, % at 4.8 µM | 360,000 compounds, 1.2% hits | AID 588335; in the data active = inhibition above about 30%;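 note: 0% = DMSO wells and 100% = wells lacking the enzyme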
Yp Topo-I inh: Y. pestis Topo-I inhibition via cleavage products | Y. pestis Topo-I cleavage product accumulation, plate reader | activity, % at 10 µM | 360,000 compounds, 0.064% hits; in the data active = activity above about 50%, passing the limit was not always enough; note: inactives centre near 2
TcdB inh: inhibitors of Clostridioides difficile toxin B glycohydrolase; TcdB glycohydrolase enzymatic assay, plate reader; inhibition, % at 9.99 µM; 350,000 compounds, 0.24% hits; in the data active = inhibition above about 10%
FBA Mtb inh: Mtb fructose-bisphosphate aldolase inhibition | P9WQA3 | inhibition, % at 1 µM | 360,000 compounds, 2.3% hits | purified M. tuberculosis FBA, fluorescence read-out; in the data active = inhibition above about 27%;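 note: 0% = vehicle and 100% = reference inhibitor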
UGM FP inh: Mtb UDP-galactopyranose mutase inhibition | 320,000 compounds, 0.06% hits | purified UGM, fluorescence polarization probe displacement | inhibition, % at 10 µM | P9WIQ1; in the data active = inhibition above about 10%, passing the limit was not always enough
PfHsp40 rescue: restores yeast growth despite PfHsp40 toxicity. 340,000 compounds, 0.68% hits. growth rescue, % at 12.5 µM. AID 504582. S. cerevisiae expressing PfHsp40, growth rescue, ATP luminescence; in the data active = growth rescue above about 28%, passing the limit was not always enough;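 note: yeast W303a lacking pdr1 and pdr3 grown in galactose medium; growth measured after three days at 30 °C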
BH1578 lux ind: quorum light induction in luxS cqsA deficient V. cholerae | V. cholerae BH1578 lux reporter, luminescence, 6 h | activation, % at 18.7 µM | 350,000 compounds, 0.16% hits | AID 588436; in the data active = activation mostly above about 9.7%, no sharp cut-off; note: not every result past the cut was called active; inactives centre near 0; reference of the scale not given here
FadD28 binding: M. tuberculosis FadD28 bisubstrate binding inhibition; FadD28 bisubstrate probe binding, fluorescence polarization; inhibition, % at 12.5 µM; 360,000 compounds, 0.22% hits; AID 588549; in the data active = inhibition above about 8.5%, passing the limit was not always enough
Numbers without * were called inactive.

How did CC(C)CC(=O)Nc1nnc(SCC(=O)Nc2ccc3c(c2)OCO3)s1 do in these assays?
BioA inh: 0.4; GDH-TPI inh: 7; Yp Topo-I inh: 0; FBA Mtb inh: -2; UGM FP inh: 3.5; PfHsp40 rescue: -1.0; BH1578 lux ind: inactive; FadD28 binding: -1.9

Results for CC(=O)c1ccc(OC(=O)c2ccc(Br)o2)cc1 ?
BioA inh: -3.5; GDH-TPI inh: -2; Yp Topo-I inh: 4; FBA Mtb inh: 0; UGM FP inh: -0.8; PfHsp40 rescue: 0.2; BH1578 lux ind: inactive; FadD28 binding: -1.9

Results for COc1ccc(S(=O)(=O)NC(C(=O)NCCc2ccccn2)C(C)C)cc1 (stereo unspecified) ?
GDH-TPI inh: 3; Yp Topo-I inh: 2; TcdB inh: -0.8; FBA Mtb inh: -1; UGM FP inh: -1.1; PfHsp40 rescue: -1.1; BH1578 lux ind: -0.9; FadD28 binding: 0.8

Results for C[C@]12C[C@H](O)[C@@H](O)CC1=CCC1C2CC[C@@]2(C)C1CC[C@@H]2O (stereo partly specified) ?
BioA inh: -0.6; GDH-TPI inh: -6; Yp Topo-I inh: 3; TcdB inh: 1.0; FBA Mtb inh: -2; UGM FP inh: 0.5; PfHsp40 rescue: -1.4; BH1578 lux ind: inactive; FadD28 binding: -3.3

Results for Cc1ccc2nc(SCC(=O)NC3CCCC3)nc(=O)n2c1 ?
BioA inh: -0.2; GDH-TPI inh: 25; Yp Topo-I inh: 3; TcdB inh: -0.4; FBA Mtb inh: 4; UGM FP inh: -0.2; PfHsp40 rescue: -0.5; BH1578 lux ind: -0.3; FadD28 binding: -4.5

What do the screens show for `O=c1oc2ccccc2c(N2CCCC2)c1[N+](=O)[O-]`?
BioA inh: -3.0; GDH-TPI inh: 13; Yp Topo-I inh: 1; TcdB inh: -0.1; FBA Mtb inh: -2; UGM FP inh: 0.9; PfHsp40 rescue: -1.1; BH1578 lux ind: -0.2; FadD28 binding: -4.5

How did CC(=O)Nc1ccc(NC(=O)CN2CCN(c3cccc(C(F)(F)F)c3)CC2)cc1 do in these assays?
BioA inh: 0.2; GDH-TPI inh: 5; Yp Topo-I inh: 8; FBA Mtb inh: 0; UGM FP inh: -1.5; PfHsp40 rescue: -0.8; BH1578 lux ind: 3.1; FadD28 binding: -2.0

Results for Cc1cc(=O)[nH]c(=S)[nH]1 ?
BioA inh: -0.7; GDH-TPI inh: 0; Yp Topo-I inh: -2; TcdB inh: 0.3; FBA Mtb inh: 1; UGM FP inh: -0.1; PfHsp40 rescue: -0.1; BH1578 lux ind: 8.3; FadD28 binding: 0.9

Results for Cc1ccc(-c2ccc(CCC(=O)O)n2C(C)C)cc1 ?
BioA inh: 0.0; GDH-TPI inh: 3; Yp Topo-I inh: 6; TcdB inh: 1.0; FBA Mtb inh: 27; UGM FP inh: -2.0; PfHsp40 rescue: 0.5; BH1578 lux ind: -0.3; FadD28 binding: -2.1

What do the screens show for `CC1CCc2nc3ccc(S(=O)(=O)N4CCC(C(=O)O)CC4)cc3c(C(=O)O)c2C1` (stereo unspecified)?
BioA inh: -2.5; GDH-TPI inh: 17; Yp Topo-I inh: 5; TcdB inh: 0.1; FBA Mtb inh: 1; UGM FP inh: 2.5; PfHsp40 rescue: 2.6; BH1578 lux ind: -0.2; FadD28 binding: -1.6

What do the screens show for `CCN1C(=O)CC(NCc2ccc3c(c2)OCO3)C1=O` (stereo unspecified)?
GDH-TPI inh: -1; Yp Topo-I inh: 6; FBA Mtb inh: 2; UGM FP inh: -2.3; PfHsp40 rescue: -0.3; BH1578 lux ind: inactive

What do the screens show for `CN(Cc1nccs1)C(=O)c1ccc(OC2CCN(Cc3ccccn3)CC2)cc1`?
BioA inh: -1.7; GDH-TPI inh: -7; Yp Topo-I inh: 7; TcdB inh: 1.8; FBA Mtb inh: -1; UGM FP inh: 0.5; PfHsp40 rescue: -0.7; BH1578 lux ind: inactive; FadD28 binding: 2.7

Results for Cc1cc(NC(=O)c2cc(C3CC3)on2)n(-c2ccccc2)n1 ?
BioA inh: -0.1; GDH-TPI inh: -1; Yp Topo-I inh: 10; TcdB inh: 0.9; FBA Mtb inh: 2; UGM FP inh: -2.1; PfHsp40 rescue: 0.0; BH1578 lux ind: inactive; FadD28 binding: 0.7

Results for CC(=O)NCCNc1nc2cc(-c3cscc3C)sc2c(=O)n1C ?
BioA inh: -0.2; GDH-TPI inh: 11; Yp Topo-I inh: 14; TcdB inh: 3.6; FBA Mtb inh: 2; BH1578 lux ind: inactive; FadD28 binding: -6.9

What do the screens show for `CC(NCCS(=O)(=O)c1ccc(Cl)cc1)c1cccc(Cl)c1` (stereo unspecified)?
BioA inh: 0.4; GDH-TPI inh: -4; Yp Topo-I inh: 37; TcdB inh: 1.8; FBA Mtb inh: 1; UGM FP inh: -4.0; PfHsp40 rescue: -0.5; BH1578 lux ind: -0.3; FadD28 binding: -2.7

What do the screens show for `Cc1cc(Cl)ccc1OCC(=O)OC(C)C(=O)N(C)C` (stereo unspecified)?
BioA inh: -0.5; GDH-TPI inh: -11; Yp Topo-I inh: -6; FBA Mtb inh: 3; UGM FP inh: 0.0; PfHsp40 rescue: -2.5; BH1578 lux ind: 0.3; FadD28 binding: -1.7

Results for CCN(CC)C(=O)Cn1cc(C(=O)C(=O)N2CCN(Cc3ccccc3)CC2)c2ccccc21 ?
GDH-TPI inh: 9; Yp Topo-I inh: 35; TcdB inh: 0.8; FBA Mtb inh: 0; UGM FP inh: 2.3; PfHsp40 rescue: -0.2; BH1578 lux ind: -4.3; FadD28 binding: 0.1

How did O=C(COC(=O)[C@@H]1CCCN1C(=O)c1cccs1)Nc1ccc(F)cc1[N+](=O)[O-] do in these assays?
GDH-TPI inh: 2; Yp Topo-I inh: 4; TcdB inh: 1.0; FBA Mtb inh: -1; UGM FP inh: 0.4; PfHsp40 rescue: -0.7; BH1578 lux ind: -1.0; FadD28 binding: -4.6

How did Nc1cc2ccncc2c2ccccc12 do in these assays?
BioA inh: -0.7; GDH-TPI inh: 7; Yp Topo-I inh: -1; TcdB inh: 1.0; FBA Mtb inh: 102*; UGM FP inh: -0.4; PfHsp40 rescue: -0.3; BH1578 lux ind: -1.2; FadD28 binding: -0.5

Results for COC(=O)C1=CN(Cc2ccc(OC)c(OC)c2)C=C(C(=O)OC)C1c1ccc(O)cc1 ?
BioA inh: 13; GDH-TPI inh: 9; Yp Topo-I inh: 20; TcdB inh: -1.1; FBA Mtb inh: 64*; UGM FP inh: 1.2; PfHsp40 rescue: 1.0; BH1578 lux ind: inactive; FadD28 binding: -0.8

For convenience, 6 of the compounds above.
What do the screens show for `CCN1C(=O)CC(NCc2ccc3c(c2)OCO3)C1=O` (stereo unspecified)?
GDH-TPI inh: -1; Yp Topo-I inh: 6; FBA Mtb inh: 2; UGM FP inh: -2.3; PfHsp40 rescue: -0.3; BH1578 lux ind: inactive

What do the screens show for `CN(Cc1nccs1)C(=O)c1ccc(OC2CCN(Cc3ccccn3)CC2)cc1`?
BioA inh: -1.7; GDH-TPI inh: -7; Yp Topo-I inh: 7; TcdB inh: 1.8; FBA Mtb inh: -1; UGM FP inh: 0.5; PfHsp40 rescue: -0.7; BH1578 lux ind: inactive; FadD28 binding: 2.7

Results for Cc1cc(NC(=O)c2cc(C3CC3)on2)n(-c2ccccc2)n1 ?
BioA inh: -0.1; GDH-TPI inh: -1; Yp Topo-I inh: 10; TcdB inh: 0.9; FBA Mtb inh: 2; UGM FP inh: -2.1; PfHsp40 rescue: 0.0; BH1578 lux ind: inactive; FadD28 binding: 0.7

Results for CC(=O)NCCNc1nc2cc(-c3cscc3C)sc2c(=O)n1C ?
BioA inh: -0.2; GDH-TPI inh: 11; Yp Topo-I inh: 14; TcdB inh: 3.6; FBA Mtb inh: 2; BH1578 lux ind: inactive; FadD28 binding: -6.9

What do the screens show for `CC(NCCS(=O)(=O)c1ccc(Cl)cc1)c1cccc(Cl)c1` (stereo unspecified)?
BioA inh: 0.4; GDH-TPI inh: -4; Yp Topo-I inh: 37; TcdB inh: 1.8; FBA Mtb inh: 1; UGM FP inh: -4.0; PfHsp40 rescue: -0.5; BH1578 lux ind: -0.3; FadD28 binding: -2.7

What do the screens show for `Cc1cc(Cl)ccc1OCC(=O)OC(C)C(=O)N(C)C` (stereo unspecified)?
BioA inh: -0.5; GDH-TPI inh: -11; Yp Topo-I inh: -6; FBA Mtb inh: 3; UGM FP inh: 0.0; PfHsp40 rescue: -2.5; BH1578 lux ind: 0.3; FadD28 binding: -1.7

Carrying on.
What do the screens show for `Cc1ccc(NC(=O)COC(=O)Cn2c(C)csc2=O)cc1C`?
BioA inh: 1.0; GDH-TPI inh: 2; Yp Topo-I inh: 5; FBA Mtb inh: 0; UGM FP inh: -0.6; PfHsp40 rescue: 1.8; BH1578 lux ind: -2.0; FadD28 binding: 0.1

Results for O=C(C[C@@H]1C/C=C\C[C@@H](Cc2ccc(F)cc2)C(=O)OC[C@H]2CCCN2C1=O)N[C@H](CO)Cc1ccccc1 ?
BioA inh: -0.2; GDH-TPI inh: 16; Yp Topo-I inh: 34; TcdB inh: 1.8; FBA Mtb inh: 5; PfHsp40 rescue: -1.5; BH1578 lux ind: inactive; FadD28 binding: 0.4

How did O=C1/C(=C\c2cccs2)SC(=S)N1C1CCS(=O)(=O)C1 (stereo unspecified) do in these assays?
GDH-TPI inh: 1; Yp Topo-I inh: 2; TcdB inh: -4.3; FBA Mtb inh: -4; UGM FP inh: -0.6; PfHsp40 rescue: -0.1; BH1578 lux ind: -1.5; FadD28 binding: 0.5

How did CCc1nc(SCc2ccccn2)[nH]c(=O)c1C do in these assays?
GDH-TPI inh: -2; Yp Topo-I inh: 3; TcdB inh: 2.1; FBA Mtb inh: 2; UGM FP inh: 0.3; PfHsp40 rescue: 1.3; BH1578 lux ind: -0.4; FadD28 binding: -4.5

What do the screens show for `COCCCNC(=O)C(=O)NC1CCCCCC1`?
BioA inh: -1.1; GDH-TPI inh: 5; Yp Topo-I inh: -3; TcdB inh: 0.7; FBA Mtb inh: 3; UGM FP inh: -0.5; PfHsp40 rescue: 0.4; BH1578 lux ind: -0.3; FadD28 binding: -2.2

Results for CCCCOc1cc(=O)[nH]c(=O)[nH]1 ?
BioA inh: -0.5; GDH-TPI inh: -1; Yp Topo-I inh: -4; FBA Mtb inh: 0; UGM FP inh: -2.4; PfHsp40 rescue: -0.2; BH1578 lux ind: -0.3; FadD28 binding: -1.7

What do the screens show for `CCOc1ccc(NC(=O)CN(C)C(=O)C2CSC3(C)CCC(=O)N23)cc1OCC` (stereo unspecified)?
BioA inh: -1.6; GDH-TPI inh: 8; Yp Topo-I inh: -2; TcdB inh: 0.9; FBA Mtb inh: 1; UGM FP inh: 4.6; PfHsp40 rescue: -0.4; BH1578 lux ind: -0.3; FadD28 binding: 0.9

Results for COC(=O)[C@H](C)NC(=O)Nc1ccc(OC)c(OC)c1 ?
BioA inh: -0.4; GDH-TPI inh: -9; Yp Topo-I inh: 2; FBA Mtb inh: 3; UGM FP inh: 0.5; PfHsp40 rescue: 0.6; BH1578 lux ind: 1.4; FadD28 binding: -4.3

What do the screens show for `CC1CN(C(=O)/C=C/c2cccc([N+](=O)[O-])c2)CC(C)O1` (stereo unspecified)?
GDH-TPI inh: -1; Yp Topo-I inh: -6; FBA Mtb inh: 1; UGM FP inh: 1.4; PfHsp40 rescue: -0.3; BH1578 lux ind: 2.2; FadD28 binding: -2.5

How did Nc1nc(SCC(=O)Nc2ncc(C(F)(F)F)cc2Cl)n[nH]1 do in these assays?
GDH-TPI inh: 8; Yp Topo-I inh: -4; TcdB inh: 0.7; FBA Mtb inh: 0; UGM FP inh: 1.3; PfHsp40 rescue: -0.4; BH1578 lux ind: -1.7; FadD28 binding: -0.4

Results for COCCNC(=O)C(=O)NCCN1CCOCC1 ?
BioA inh: -0.4; GDH-TPI inh: 10; Yp Topo-I inh: 2; FBA Mtb inh: 2; UGM FP inh: 2.0; PfHsp40 rescue: -0.2; BH1578 lux ind: -12; FadD28 binding: -1.4

What do the screens show for `CC(C)(C)c1ccc(-c2nnc(SCC(=O)O)n2N)cc1`?
BioA inh: -0.9; GDH-TPI inh: 5; Yp Topo-I inh: 8; FBA Mtb inh: 1; UGM FP inh: 2.7; PfHsp40 rescue: 0.5; BH1578 lux ind: -2.0; FadD28 binding: -1.4
